Screening results (PubChem)
TAAR1 antag – human TAAR1 antagonism; Q96RJ0; CHO RD-HGA16 TAAR1, Fluo-8 calcium fluorescence, antagonist; inhibition, % at 3 µM; actives 1.5% (n = 360,000);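 active = inhibition above a per-plate cutoff, the mean inhibition of test compounds on that plate plus 3 SD, cut at about 49% in these data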;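 note: 0% = DMSO plus EC80 beta-PEA response and 100% = DMSO alone without agonist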
Target sequence (Q96RJ0 whole entry, looked up): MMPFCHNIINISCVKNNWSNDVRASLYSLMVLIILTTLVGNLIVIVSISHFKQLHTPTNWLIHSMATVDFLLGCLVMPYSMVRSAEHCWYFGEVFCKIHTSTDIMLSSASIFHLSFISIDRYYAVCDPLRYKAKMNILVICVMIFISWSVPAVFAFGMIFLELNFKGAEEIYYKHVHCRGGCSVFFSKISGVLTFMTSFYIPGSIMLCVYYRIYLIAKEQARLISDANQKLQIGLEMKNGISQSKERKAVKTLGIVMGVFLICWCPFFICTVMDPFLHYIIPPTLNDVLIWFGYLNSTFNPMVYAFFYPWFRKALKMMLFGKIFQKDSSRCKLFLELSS
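test system = CHO RD-HGA16 cells bearing hTAAR1 | replication = singlicate | controls = DMSO-only wells and EC80 β-PEA-stimulated wells | reagent = EC80 β-phenethylamine stimulus | read-out basis = percent inhibition of PEA-evoked calcium signal, max/basal emission ratio | schedule = seeding 17-24 h prior, 75-min 37 °C, 30-min RT dye loading | signal = kinetic Fluo-8 calcium fluorescence measurement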
M4 PAM – potentiates acetylcholine response at human M4 receptor. CHO-K1 hM4/Gqi5, Fluo-8 calcium fluorescence, ACh EC20; 0% = ACh EC20, 100% = maximal ACh. activation, % at 3 µM. actives 0.4% (n = 360,000). AID 624126;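 active = activation above its plate's cutoff, the mean activation of sample wells plus 3 SD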; note: some results filed as inactive read as strong as hits
CHRM5 PAM – positive allosteric modulators of human muscarinic M5 receptor. CHO-K1 hM5, Fluo-8 calcium, ACh EC20 PAM; 0% = ACh EC20, 100% = ACh EC100. activation, % at 3 µM. actives 0.3% (n = 360,000). P08912;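 active = activation above the run cutoff, the mean activation of all test compounds plus 3 SD, cut at about 18% in these data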
Target sequence (P08912 whole entry, looked up): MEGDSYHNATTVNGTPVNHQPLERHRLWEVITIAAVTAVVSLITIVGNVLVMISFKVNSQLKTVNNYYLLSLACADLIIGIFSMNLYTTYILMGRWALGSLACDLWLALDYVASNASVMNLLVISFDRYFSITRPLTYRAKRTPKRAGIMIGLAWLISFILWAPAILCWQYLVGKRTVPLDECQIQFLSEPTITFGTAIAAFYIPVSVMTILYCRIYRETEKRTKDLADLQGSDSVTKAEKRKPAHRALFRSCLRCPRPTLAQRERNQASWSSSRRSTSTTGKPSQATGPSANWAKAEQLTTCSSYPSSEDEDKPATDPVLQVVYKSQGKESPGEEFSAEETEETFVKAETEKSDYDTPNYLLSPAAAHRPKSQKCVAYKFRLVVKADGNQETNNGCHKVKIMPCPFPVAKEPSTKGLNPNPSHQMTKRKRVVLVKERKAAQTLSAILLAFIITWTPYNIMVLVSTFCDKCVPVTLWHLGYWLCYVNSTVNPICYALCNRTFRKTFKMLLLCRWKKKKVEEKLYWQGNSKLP
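system = human M5 receptor in CHO-K1 cells | compound = one concentration, 3 µM final (nominal) | schedule = Post-acetylcholine fluorescence recording 140 s | signal = Fluo-8 calcium dye fluorescence, kinetic read | benchmarks = low control EC20 acetylcholine (0%), high control EC100 acetylcholine (100%) | repeats = singlicate, one well per test compound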
TAAR1 ag – human TAAR1 agonism; Q96RJ0; CHO RD-HGA16 TAAR1, Fluo-8 calcium fluorescence; vehicle wells 0%, saturating PEA agonist 100%; activation, % at 3 µM; actives 0.99% (n = 360,000); AID 624467;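 active = activation above the mean activation of all test compounds in the run plus 3 SD, cut at about 38% in these data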
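test system = CHO RD-HGA16 cells carrying human TAAR1 plus Gα16 | schedule = 17-24 h seeding, 75 min 37 °C dye, 30 min RT | compound dosing = 3 µM single concentration | control set = DMSO and PEA EC100 | replicates = n 1 | signal = Fluo-8 fluorescence, 5 s baseline then 140 s kinetic read | measure = percent activation vs PEA EC100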
CHRM5 antagonist – antagonists of human muscarinic M5 receptor (CHRM5). CHO-hM5 cells, Fluo-8 calcium fluorescence, ACh EC80. inhibition, % at 3 µM. actives 0.59% (n = 360,000). AID 624040;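 active = inhibition above a per-plate cutoff, the mean of that plate's test compounds plus 3 SD, cut at about 27% in these data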;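 note: 0% = acetylcholine EC80 with DMSO and 100% = DMSO without agonist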
CRFR2-BP ag – CRF-BP/CRF-R2 complex agonism; HEK293 CRF-R2/CRF-BP, calcium dye fluorescence (FLIPR); percent of saturating CRF peptide response; activation, % at 13.2 µM; actives 0.46% (n = 350,000);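 active = activation of at least 50%, plus an integration ratio under a set limit after plate pattern correction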;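 note: plate controls were neutral control wells without compound for no effect and CRF at EC100 for full effect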
M1 PAM parental – M1 PAM counterscreen hit in parental CHO-K1 cells. activation, % at 3 µM. actives 0.02% (n = 360,000). AID 602247. ATP EC20, Fluo-8 calcium fluorescence; 0% at ATP EC20, 100% at ATP max;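 active = activation above the run cutoff, the mean activation of all test compounds plus 3 SD, cut at about 40% in these data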;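 note: peak over basal fluorescence ratio in a 140 s read after ATP addition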
CHRM5 agonist – CHRM5 agonism in calcium assay. actives 0.19% (n = 360,000). AID 624037. P08912. activation, % at 3 µM. CHO-K1 hM5 cells, Fluo-8 calcium fluorescence; 0% DMSO wells, 100% maximal acetylcholine response;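 active = activation above the run's mean over test compounds plus 3 SD, cut at about 23% in these data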;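 note: signal is peak over basal fluorescence ratio across the kinetic read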
CRFR2-BP antag – blocks CRF-induced signaling of the CRF-BP/CRF-R2 complex. HEK293 CRF-R2/CRF-BP, CRF-induced calcium fluorescence. inhibition, % at 11.8 µM. actives 0.59% (n = 350,000);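 active = inhibition of the ligand-induced calcium signal above about 50% at the single tested concentration, limit read from the data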
* hit, by the source's call; · = not tested or not shown.

1. O=C(CCN1C(=O)C2C3CC(C(Br)C3Br)C2C1=O)OCC(=O)c1cccc([N+](=O)[O-])c1 (stereo not drawn)
2. CCOC(=O)c1c(C)n(C)c2ccc(OC(=O)c3ccco3)cc12
3. NC(=O)c1c(N)sc(=S)n1CC1CCCO1 (stereo not drawn)
4. COc1cccc(CCNC(=O)CC2C(=O)NCCN2Cc2ccc(Cl)c(F)c2)c1 (stereo not drawn)
5. CCOC(=O)c1sc(NC(C)=O)cc1C
6. O=C(c1cc(=O)c2ccccc2o1)N1CCN(c2ccccc2F)CC1
7. COc1ccc2cc3cc(C(=O)NCCCN4CCC(C)CC4)oc3nc2c1
8. Cc1ccc(C(=O)N2CCN(c3ccc4c(c3)C3CC4CCN3C(=O)OCc3ccccc3)CC2)cc1 (stereo not drawn)
entry no. | 1 | 2 | 3 | 4 | 5 | 6 | 7 | 8
TAAR1 antag | 16 | -7 | -8 | -14 | -8 | 2 | · | 39
M4 PAM | 6 | 15 | 4 | 5 | 11 | 4 | 10 | -14
CHRM5 PAM | 7 | 2 | 11 | -8 | 0 | -4 | 4 | -15
TAAR1 ag | 1 | 11 | 4 | 29 | 0 | 0 | · | -1
CHRM5 antagonist | -11 | -4 | 6 | 5 | -4 | 4 | -3 | 2
CRFR2-BP ag | 7.0 | -0.3 | 0.8 | 0.6 | -1.8 | -5.5 | -0.7 | ·
M1 PAM parental | 7 | 13 | 17 | -6 | 15 | 19 | 19 | -7
CHRM5 agonist | 0 | -5 | 2 | -2 | -2 | 2 | -3 | 1
CRFR2-BP antag | -8 | -8 | 5 | -1 | 3 | 12 | 0 | ·

The final 4 entries of the section above are carried over, then new ones follow:
5. CCOC(=O)c1sc(NC(C)=O)cc1C
6. O=C(c1cc(=O)c2ccccc2o1)N1CCN(c2ccccc2F)CC1
7. COc1ccc2cc3cc(C(=O)NCCCN4CCC(C)CC4)oc3nc2c1
8. Cc1ccc(C(=O)N2CCN(c3ccc4c(c3)C3CC4CCN3C(=O)OCc3ccccc3)CC2)cc1 (stereo not drawn)
9. CCN(CC(=O)Nc1cc(Cl)ccc1C)c1ncnc2sc(C)c(C)c12
10. CN1CCN(C(=O)CN(C2CCCCC2)S(=O)(=O)c2ccccc2)CC1
11. COc1ccc(N2C(=O)CC(Nc3cccc([N+](=O)[O-])c3)C2=O)cc1 (stereo not drawn)
12. Cc1cccc(C)c1OCCSc1n[nH]c(N)n1
13. O=C(O)CCC(=O)NNC(=O)CCCOc1ccc(Cl)cc1Cl
14. CC(NC(=O)c1cccc(S(=O)(=O)N2CCN(Cc3ccccc3)CC2)c1)c1ccc(Br)cc1 (stereo not drawn)
15. CCN(c1ccccc1)S(=O)(=O)c1ccc(C(=O)NCc2ccccn2)cc1
16. COc1ccc(S(=O)(=O)N(C)c2ccc(C(=O)NCc3ccncc3)cc2)cc1
entry no. | 5 | 6 | 7 | 8 | 9 | 10 | 11 | 12 | 13 | 14 | 15 | 16
TAAR1 antag | -8 | 2 | · | 39 | 11 | -3 | -9 | 5 | 16 | -13 | -8 | -2
M4 PAM | 11 | 4 | 10 | -14 | 6 | 5 | -9 | 7 | 2 | 1 | 14 | 19
CHRM5 PAM | 0 | -4 | 4 | -15 | -7 | 10 | -5 | 4 | 4 | -1 | -3 | 7
TAAR1 ag | 0 | 0 | · | -1 | 2 | 4 | 1 | 4 | 13 | 2 | 21 | 2
CHRM5 antagonist | -4 | 4 | -3 | 2 | 6 | -11 | 3 | -2 | -7 | 0 | 4 | -12
CRFR2-BP ag | -1.8 | -5.5 | -0.7 | · | 0.5 | -0.1 | -0.3 | -1.7 | -0.7 | 5.0 | -0.1 | -2.1
M1 PAM parental | 15 | 19 | 19 | -7 | 14 | 17 | -13 | 17 | 7 | 26 | 4 | -12
CHRM5 agonist | -2 | 2 | -3 | 1 | -1 | -6 | 6 | -4 | -3 | -6 | 3 | 0
CRFR2-BP antag | 3 | 12 | 0 | · | 10 | 4 | 0 | 1 | 2 | -13 | -1 | 7

17. O=C(O)c1ccccc1-c1ccccc1C(=O)Nc1cccc(O)c1
18. O=C(COC(=O)c1nn(CCO)c(=O)c2ccccc12)Nc1ccc(Cl)c(Cl)c1
19. N#Cc1nc(-c2ccco2)oc1N1CCc2ccccc2C1
20. Cc1cc(NC(=O)CN2CCC(n3nnc4cc(C(F)(F)F)ccc43)CC2)no1
21. Nc1c(N(CCCO)C(=O)CCCN2C(=O)c3cccc4cccc(c34)C2=O)c(=O)[nH]c(=O)n1Cc1ccccc1
22. CN(C)c1oc(/C=C/c2cccs2)nc1S(=O)(=O)c1ccccc1
23. CCOC(=O)c1c2c(n(C)c1C)C(=O)C(=O)c1ccc(Br)cc1-2
24. Cc1cccc(NC(=O)CN2C(=O)C(C)Oc3ccccc32)n1 (stereo not drawn)
entry no. | 17 | 18 | 19 | 20 | 21 | 22 | 23 | 24
TAAR1 antag | 21 | 47 | -1 | -18 | 2 | -14 | -13 | -8
M4 PAM | -3 | 3 | 0 | 7 | 0 | 5 | 2 | 2
CHRM5 PAM | -1 | -4 | 2 | -2 | 5 | 2 | -2 | 11
TAAR1 ag | 4 | 20 | 73* | 7 | 1 | 2 | 8 | 2
CHRM5 antagonist | 0 | 7 | 0 | 4 | 8 | -6 | 1 | -10
CRFR2-BP ag | -0.1 | 0.1 | 0.0 | -1.2 | 7.8 | -1.0 | -4.3 | 2.6
M1 PAM parental | 18 | 12 | 14 | 20 | 7 | 19 | 11 | -9
CHRM5 agonist | 0 | 5 | 0 | -1 | -3 | -4 | 0 | -4
CRFR2-BP antag | 13 | 11 | 2 | 14 | -2 | 14 | 12 | -4

25. OC(CNCc1ccccc1Cl)COc1ccc(F)cc1 (stereo not drawn)
26. CC(=O)c1cccc(CN2CCN(CC=C(C)C)C(CCO)C2)c1 (stereo not drawn)
27. CN(C)S(=O)(=O)c1cccc(-c2nnc3n2CCCCC3)c1
28. O=C(O)CCCCCCCCc1cn(CCc2c[nH]c3ccccc23)nn1
29. COc1cc(NC(=O)c2nccnc2C(=O)O)cc(OC)c1
30. O=C1C2C3C=CC(CC3)C2C(=O)N1c1ccc2c(c1)OCO2 (stereo not drawn)
31. O=C(NC1CCCCCC1)c1c(F)c(F)c(F)c(F)c1F
32. CCOC(=O)C1=C(C)NC(=S)NC1c1ccc(OCC(=O)N2CCCCCC2)c(OC)c1 (stereo not drawn)
entry no. | 25 | 26 | 27 | 28 | 29 | 30 | 31 | 32
TAAR1 antag | -9 | -28 | -34 | 6 | -2 | -17 | -13 | 7
M4 PAM | -8 | -3 | -17 | -3 | 0 | 5 | 9 | 6
CHRM5 PAM | -1 | 0 | 0 | -11 | -6 | -5 | 6 | 1
TAAR1 ag | 0 | 0 | 1 | 0 | 0 | -2 | 1 | -2
CHRM5 antagonist | 12 | 5 | 6 | 3 | 8 | 0 | -3 | 7
CRFR2-BP ag | -1.6 | 1.2 | 0.3 | -0.6 | 0.3 | -0.8 | -0.9 | 0.6
M1 PAM parental | 9 | 16 | 5 | -8 | 18 | 1 | 21 | -7
CHRM5 agonist | -3 | -10 | 2 | 2 | 0 | -2 | -9 | -2
CRFR2-BP antag | 1 | -7 | 2 | -6 | -17 | -4 | 36 | -2

The list goes on, starting with the last two of the part before.
31. O=C(NC1CCCCCC1)c1c(F)c(F)c(F)c(F)c1F
32. CCOC(=O)C1=C(C)NC(=S)NC1c1ccc(OCC(=O)N2CCCCCC2)c(OC)c1 (stereo not drawn)
33. CCOc1ccc(C2C(C(=O)Nc3ccc(F)cc3)=C(C)Nc3nc(CCCO)nn32)cc1 (stereo not drawn)
34. COc1cccc(NC(=O)CN(C)C(=O)c2cc(CN3C(=O)c4ccccc4C3=O)ccc2OC)c1
35. O=S(=O)(Nc1nc2ccccc2nc1N1CCN(c2ccccc2F)CC1)c1ccc(Cl)cc1
36. CS(=O)(=O)N(CC(=O)Nc1ccc2c(c1)OCO2)c1ccccc1
37. CCCCCCCCN1C(=O)[C@H](CC(=O)NCCCCc2ccccc2)C[C@@]2(C(=O)OC)CCCCC=C12
38. COc1cc(CNC2CCCC2)c(Br)cc1OC1CCCC1
39. NCCOc1ccccc1-c1ccccc1
40. Cc1nnc(-c2cnn(-c3ccccc3)c2N)n1Cc1cccc(C(F)(F)F)c1
entry no. | 31 | 32 | 33 | 34 | 35 | 36 | 37 | 38 | 39 | 40
TAAR1 antag | -13 | 7 | 2 | 41 | -5 | -18 | -26 | 3 | 5 | 1
M4 PAM | 9 | 6 | 8 | -1 | 6 | 4 | 10 | 1 | 7 | -3
CHRM5 PAM | 6 | 1 | 1 | -21 | 0 | 3 | 2 | 5 | -5 | -8
TAAR1 ag | 1 | -2 | 0 | 14 | 3 | 0 | 7 | 10 | 18 | 12
CHRM5 antagonist | -3 | 7 | -1 | 14 | -6 | -10 | -4 | 8 | -3 | 5
CRFR2-BP ag | -0.9 | 0.6 | -0.4 | -3.0 | 21 | -2.1 | · | 1.3 | 0.9 | 0.3
M1 PAM parental | 21 | -7 | -2 | -5 | 11 | -2 | 10 | 18 | 3 | -7
CHRM5 agonist | -9 | -2 | 2 | 3 | -1 | 4 | 0 | 5 | -5 | -3
CRFR2-BP antag | 36 | -2 | -1 | -8 | 35 | 12 | · | -24 | -16 | 2

41. Cc1ccc(NC(=O)N/C=C/c2ccco2)cc1
42. CCCOCC1CC2(SC(=Nc3ccc(C)cc3)NC2=O)C(=O)O1 (stereo not drawn)
43. COc1cccc(CNC(=O)CC2C(=O)NCCN2Cc2ccoc2)c1OC (stereo not drawn)
44. COc1ccc(Nc2nc(NCCN3CCOCC3)nc(Nc3ccc(OC)cc3)n2)cc1
45. CC(C)CCNC(=O)c1cc([N+](=O)[O-])ccc1N1CCOCC1
46. COc1ccc2c(C)cc(SCC(=O)Nc3nsc(-c4ccc(C)cc4)n3)nc2c1
47. CCO[C@@H]1OC(C(=O)Nc2ccccc2)=C[C@H](c2ccc3c(c2)OCO3)[C@H]1CCCO
entry no. | 41 | 42 | 43 | 44 | 45 | 46 | 47
TAAR1 antag | 1 | 1 | 5 | 14 | 0 | -18 | 49*
M4 PAM | 8 | -1 | -1 | -9 | 3 | -3 | -7
CHRM5 PAM | 5 | -6 | 5 | -9 | -1 | -6 | -18
TAAR1 ag | 11 | 9 | 4 | 18 | 0 | -1 | 19
CHRM5 antagonist | -5 | -3 | -7 | 8 | -4 | -4 | 6
CRFR2-BP ag | 1.2 | -0.2 | -1.8 | 0.1 | -3.4 | 3.6 | -0.1
M1 PAM parental | 16 | 8 | -11 | 9 | 11 | 14 | 11
CHRM5 agonist | -2 | -1 | 0 | 1 | -2 | -2 | -2
CRFR2-BP antag | 2 | 7 | 9 | -8 | 22 | 13 | 11
